# STK33 inh: inhibitors of human STK33 kinase; ADP-Glo luminescence, MBP substrate; Q9BYT3; inhibition, % at 12.5 µM; 27,000 compounds, 0.44% hits; in the data active = inhibition above about 20%
# Target sequence (Q9BYT3 whole entry, looked up): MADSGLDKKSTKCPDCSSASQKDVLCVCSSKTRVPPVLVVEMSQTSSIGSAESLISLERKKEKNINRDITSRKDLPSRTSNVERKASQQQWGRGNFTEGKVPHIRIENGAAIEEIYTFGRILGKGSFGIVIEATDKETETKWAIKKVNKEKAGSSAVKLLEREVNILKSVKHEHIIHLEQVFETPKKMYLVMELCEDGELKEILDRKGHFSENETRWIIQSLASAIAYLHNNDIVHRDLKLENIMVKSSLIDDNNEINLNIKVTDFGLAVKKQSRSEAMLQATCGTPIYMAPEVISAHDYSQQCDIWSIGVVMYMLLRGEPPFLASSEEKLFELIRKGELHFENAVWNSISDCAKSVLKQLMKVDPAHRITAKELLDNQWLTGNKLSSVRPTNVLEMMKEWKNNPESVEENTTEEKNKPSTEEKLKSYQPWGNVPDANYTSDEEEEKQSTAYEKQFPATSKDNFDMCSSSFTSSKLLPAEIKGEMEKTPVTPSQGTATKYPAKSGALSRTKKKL
# mut p53 react: restores mutant p53 pathway signaling in SW480 cells; SW480 PUMA-promoter luciferase, p53 mutant reactivation; activation, % at 9.98 µM; 28,000 compounds, 1.5% hits; AID 624151; in the data active = activation above about 52%
# * hit, by the source's call; x = not tested or not shown. This is a subset; the hit share may differ from the screen's.
no. | canonical_smiles | STK33 inh | mut p53 react
1 | COc1ccccc1NC(=O)C(Cc1ccccc1)N1C(=O)C2C3c4ccccc4C(c4ccccc43)C2C1=O (configuration not stated) | -1.5 | -40.0
2 | C[C@@H]1CN([C@H](C)CO)C(=O)CCCn2cc(nn2)CO[C@@H]1CN(C)Cc1ccc(Oc2ccccc2)cc1 | 0.1 | x
3 | C[C@@H]1CN([C@H](C)CO)C(=O)c2cc(-c3cccc(F)c3)cnc2O[C@@H]1CN(C)C(=O)Nc1ccccc1F | x | -6.2
4 | C[C@@H]1CN([C@H](C)CO)C(=O)Cc2cc(NC(=O)C3CCCCC3)ccc2O[C@H]1CN(C)C(=O)Nc1ccccc1 | -0.5 | x
5 | C[C@H](CO)N1C[C@H](C)[C@H](CN(C)Cc2ccc(Cl)c(Cl)c2)Oc2ccc(NS(=O)(=O)c3ccc(F)cc3)cc2CC1=O | 11.3 | x
6 | C[C@H](CO)N1C[C@H](C)[C@H](CN(C)S(=O)(=O)c2ccc(F)cc2)Oc2ccc(NC(=O)Cn3cnnn3)cc2CC1=O | 2.5 | x
7 | CC(C)NC(=O)N(C)C[C@@H]1Oc2ccc(NC(=O)Cn3cnnn3)cc2C(=O)N([C@H](C)CO)C[C@@H]1C | -0.7 | x
8 | CN(CC(=O)Nc1ccc(Cl)c(C(F)(F)F)c1)S(=O)(=O)c1ccc(F)cc1 | -15.4 | 12.4
9 | O=C(CSc1nnc(-c2ccncc2)n1-c1ccccc1)c1ccc([N+](=O)[O-])cc1 | 0.5 | 16.6
10 | COc1ccc(S(=O)(=O)N(C)C[C@H]2OCCCC[C@@H](C)Oc3ccc(NC(=O)NC(C)C)cc3C(=O)N([C@H](C)CO)C[C@H]2C)cc1 | x | -3.9
11 | C[C@H]1CN([C@@H](C)CO)C(=O)Cc2cc(NC(=O)Cn3cnnn3)ccc2O[C@H]1CN(C)S(C)(=O)=O | 2.2 | x
12 | COc1ccc(NC(=O)CN2CCN(S(=O)(=O)c3ccccc3)CC2)cc1 | 2.1 | 5.2
13 | C[C@H]1CN([C@@H](C)CO)C(=O)Cc2cc(NC(=O)c3ccncc3)ccc2O[C@H]1CN(C)S(=O)(=O)c1cn(C)cn1 | 4.1 | x
14 | Cn1nc(-c2ccc(NCc3cccnc3)c([N+](=O)[O-])c2)c2ccccc2c1=O | 1.3 | -21.6
15 | C[C@H]1CN([C@@H](C)CO)C(=O)c2cc(NC(=O)Nc3ccc(F)cc3)ccc2O[C@H]1CN(C)S(=O)(=O)c1cccs1 | 0.8 | -14.0

# Values in list order from above.
# STK33 inh, nos. 8 to 13: -15.4, 0.5, x, 2.2, 2.1, 4.1

# (more compounds)
no. | canonical_smiles | STK33 inh | mut p53 react
16 | C[C@@H]1CN([C@H](C)CO)C(=O)Cc2cc(NC(=O)Nc3ccc(F)cc3)ccc2O[C@H]1CN(C)S(C)(=O)=O | 0.3 | x
17 | C[C@H]1CN([C@@H](C)CO)C(=O)Cc2cc(NS(C)(=O)=O)ccc2O[C@@H]1CN(C)C(=O)NC1CCCCC1 | 0.4 | 5.0
18 | CN1CCN2c3ncccc3Cc3ccccc3C2C1 (configuration not stated) | 1.8 | x
19 | C[C@@H]1CN([C@@H](C)CO)C(=O)Cc2cc(NS(=O)(=O)c3ccc(Cl)cc3)ccc2O[C@H]1CN(C)CC1CC1 | x | 6.5
20 | CC(C(=O)Nc1ccc(Oc2ccccc2)cc1)N1c2cccc3cccc(c23)S1(=O)=O (configuration not stated) | -0.5 | 4.0
21 | C[C@@H]1CN([C@H](C)CO)C(=O)c2cc(C#Cc3cccc(F)c3)cnc2O[C@@H]1CN(C)Cc1ccccn1 | x | 5.4
22 | COc1ccc(S(=O)(=O)N(C)C[C@H]2OCCCC[C@@H](C)Oc3ccc(NC(=O)c4ccccc4)cc3C(=O)N([C@H](C)CO)C[C@@H]2C)cc1 | 5.9 | x
23 | COc1ccc(NC(=O)Nc2ccc3c(c2)CC(=O)N([C@@H](C)CO)C[C@H](C)[C@@H](CN(C)C(=O)Nc2c(C)noc2C)O3)cc1 | 2.0 | x
24 | COc1ccc(S(=O)(=O)N(C)C[C@@H]2OCCCC[C@@H](C)Oc3ccc(NS(=O)(=O)c4ccc(F)cc4)cc3C(=O)N([C@@H](C)CO)C[C@@H]2C)cc1 | x | -13.3
25 | O=C1CCC(N2C(=O)c3ccccc3C2=O)C(=O)N1 (configuration not stated) | 0.5 | x
26 | Cc1noc(C)c1NC(=O)N(C)C[C@@H]1Oc2c(NC(=O)c3nc4ccccc4s3)cccc2C(=O)N([C@H](C)CO)C[C@H]1C | x | -9.0
27 | Cc1ccc(S(=O)(=O)Nc2ccc3c(c2)CC(=O)N([C@H](C)CO)C[C@H](C)[C@H](CN(C)C(=O)Nc2ccccc2)O3)cc1 | -1.7 | x
28 | CCCc1ccc(-c2cc(C(=O)NCc3ccccn3)c3ccccc3n2)cc1 | 5.1 | 25.9
29 | C=CCNC(=O)[C@@H]1[C@H]2C(=O)O[C@H](c3ccccc3)[C@H](c3ccccc3)N2[C@H](c2ccc(O)cc2)[C@@]12C(=O)N(C(=O)OCCOC)c1ccc(C#Cc3ccc(OC)cc3)cc12 | -0.1 | x
30 | C[C@H](CO)N1C[C@H](C)[C@H](CN(C)C(=O)Nc2cccc3ccccc23)Oc2ccc(NS(=O)(=O)c3cn(C)cn3)cc2CC1=O | 0.3 | -5.3

# An excerpt of these results, with two lines to a compound:
# The line under a structure holds: STK33 inh, mut p53 react
(26) Cc1noc(C)c1NC(=O)N(C)C[C@@H]1Oc2c(NC(=O)c3nc4ccccc4s3)cccc2C(=O)N([C@H](C)CO)C[C@H]1C
→ x, -9.0
(12) COc1ccc(NC(=O)CN2CCN(S(=O)(=O)c3ccccc3)CC2)cc1
→ 2.1, 5.2
(17) C[C@H]1CN([C@@H](C)CO)C(=O)Cc2cc(NS(C)(=O)=O)ccc2O[C@@H]1CN(C)C(=O)NC1CCCCC1
→ 0.4, 5.0
(5) C[C@H](CO)N1C[C@H](C)[C@H](CN(C)Cc2ccc(Cl)c(Cl)c2)Oc2ccc(NS(=O)(=O)c3ccc(F)cc3)cc2CC1=O
→ 11.3, x
(4) C[C@@H]1CN([C@H](C)CO)C(=O)Cc2cc(NC(=O)C3CCCCC3)ccc2O[C@H]1CN(C)C(=O)Nc1ccccc1
→ -0.5, x

# Remaining list, next part
no. | canonical_smiles | STK33 inh | mut p53 react
31 | C[C@@H]1CN([C@H](C)CO)C(=O)Cc2cc(NC(=O)Nc3ccc(F)cc3)ccc2O[C@@H]1CN(C)S(=O)(=O)c1ccc(F)cc1 | -0.2 | x
32 | C[C@H](CO)N1C[C@H](C)[C@@H](CN(C)Cc2ccc3c(c2)OCO3)Oc2cc(-c3cccc(C(=O)N(C)C)c3)ccc2S1(=O)=O | x | -35.2
33 | C[C@H](CO)N1C[C@H](C)[C@H](CN(C)CC2CC2)Oc2c(NC(=O)c3cnccn3)cccc2C1=O | x | 11.3
34 | COc1ccc(CN(C)C[C@@H]2Oc3ccc(NC(=O)Nc4ccc(OC)cc4)cc3CC(=O)N([C@H](C)CO)C[C@@H]2C)cc1 | -0.8 | -5.7
35 | Cc1cc([N+](=O)[O-])ccc1NC(=O)CSc1nnc(-c2cc3ccccc3o2)n1C | -2.5 | -10.6
36 | COc1ccc(NC(=O)N(C)C[C@@H]2Oc3cc(-c4ccc(C)cc4)ccc3S(=O)(=O)N([C@H](C)CO)C[C@H]2C)cc1 | x | -17.3
37 | C=CCSc1ccc(OCC(F)(F)F)c(C#N)c1OCC(F)(F)F | x | 5.3
38 | COc1ccc(S(=O)(=O)Nc2ccc3c(c2)C(=O)N([C@H](C)CO)C[C@H](C)[C@H](CN(C)Cc2ccc(C(=O)O)cc2)O3)cc1 | 0.2 | x
39 | COC(=O)c1ccc(Cl)c(NC(=O)CSc2nc(-c3ccccc3)cc(C(F)(F)F)n2)c1 | 4.3 | -56.7
40 | CCCC#Cc1cnc2c(c1)C(=O)N([C@@H](C)CO)C[C@H](C)[C@H](CN(C)S(=O)(=O)c1ccccc1)O2 | x | 5.5
41 | Cc1ccc(NC(=O)COc2ccc(Br)cc2CO)cc1 | 0.4 | 68.3*
42 | COCCNS(=O)(=O)c1cc(OC)c(C)cc1C | -1.9 | 4.8
43 | COc1ccccc1NC(=O)NCCc1ccncc1 | -2.5 | 3.7
44 | NNCCc1ccccc1 | -3.1 | x
45 | C[C@@H]1CN([C@H](C)CO)C(=O)c2cc(NC(=O)Nc3cccc4ccccc34)ccc2O[C@H]1CN(C)S(=O)(=O)c1ccc(Cl)cc1 | -1.5 | x
46 | CCCN(C)C[C@H]1OCCCC[C@H](C)Oc2ccc(NC(=O)C3CCCCC3)cc2C(=O)N([C@H](C)CO)C[C@H]1C | x | 1.2
47 | CCOc1ccc(C(C)=O)cc1CSc1nc(C)cc(C)n1 | -2.3 | 17.6
48 | COc1ccc(OC(C)c2nc(-c3ccccn3)no2)cc1 (configuration not stated) | 2.9 | 42.5
49 | C[C@@H]1CN([C@@H](C)CO)C(=O)Cc2cc(NS(=O)(=O)c3ccccc3)ccc2O[C@@H]1CN(C)Cc1ccccc1 | 0.3 | x
50 | C/C=C/c1ccc2c(c1)O[C@@H](CN(C)C(=O)Nc1ccc(C(F)(F)F)cc1)[C@@H](C)CN([C@@H](C)CO)S2(=O)=O | x | -11.0
51 | CC1OC(OC(=O)C2=CC3CC(C)(C)CC34C(C)OC(=O)CC24)C(O)C(O)C1O (configuration not stated) | -0.7 | -3.9
52 | COc1ccc(-n2c(SCC(=O)Nc3ccc(Cl)cc3Cl)nnc2-c2ccccc2)cc1 | -2.8 | -6.1
53 | C[C@H](CO)N1C[C@H](C)[C@@H](CN(C)S(=O)(=O)c2ccccc2)Oc2ccc(NC(=O)CCC(F)(F)F)cc2CC1=O | x | 7.3
54 | O=C(Cn1cc(C(=O)c2cccs2)c2ccccc21)Nc1ccccc1 | 2.0 | -7.7
55 | C=CCNC(=O)[C@@H]1[C@H]2C(=O)O[C@H](c3ccccc3)[C@H](c3ccccc3)N2[C@H](c2ccc(OCCO)cc2)[C@@]12C(=O)Nc1ccc(C#CCC(C(=O)OC)C(=O)OC)cc12 | 14.7 | x
56 | Cc1nn(Cc2cccc(Oc3ccccc3)c2)c(C)c1NC(=O)NC12CC3CC(CC(C3)C1)C2 | 1.6 | -13.3
57 | CC(NS(=O)(=O)c1ccc(Cl)cc1)C(=O)Nc1cc(Cl)ccc1Oc1ccccc1 (configuration not stated) | -0.6 | -0.1
58 | CCOc1cccc(-c2nnc(SCC(=O)Nc3cccc(Cl)c3C)n2C)c1 | 3.1 | -4.7
59 | C[C@H]1CN([C@@H](C)CO)C(=O)c2cc(NC(=O)C3CCCCC3)ccc2O[C@@H]1CN(C)Cc1ccccc1 | -1.9 | x
60 | C[C@@H]1CCCCO[C@H](CN(C)C)[C@H](C)CN([C@H](C)CO)C(=O)c2cc(NC(=O)Cc3ccccc3)ccc2O1 | x | -6.8
61 | O=C(NCc1nc(-c2ccccc2)no1)c1ccc(Br)o1 | -1.0 | 5.9
62 | C[C@H]1CN([C@@H](C)CO)C(=O)CCCn2nncc2CO[C@@H]1CN(C)Cc1ccc(O)cc1 | 3.4 | x
63 | CCn1c(SCC(=O)Nc2ccc3c(c2)OCCO3)nc2sc(C)c(C)c2c1=O | 2.3 | 5.7
64 | C[C@@H]1CN([C@H](C)CO)C(=O)CCCn2cc(nn2)CO[C@@H]1CN(C)Cc1cccc(C(=O)O)c1 | 5.0 | x
65 | CC(C)(C)c1ccc(S(=O)(=O)/C=C/C#N)cc1 | x | -45.4
66 | CCN(CC)CC(=O)Nc1sc2c(c1C(=O)Nc1ccccc1)CCC2 | -1.2 | -5.0
67 | C[C@@H]1CN([C@@H](C)CO)C(=O)c2cc(NC(=O)Nc3ccc4c(c3)OCO4)ccc2O[C@@H](C)CCCCO[C@@H]1CN(C)C(=O)c1ccccc1 | x | 5.5
68 | Cc1noc(C)c1NC(=O)Nc1ccc2c(c1)C(=O)N([C@@H](C)CO)C[C@H](C)[C@H](CN(C)C)OCCCC[C@H](C)O2 | x | 9.6
69 | COc1cccc(OCC(=O)Nc2ccc(Cl)cc2C(=O)O)c1 | -0.6 | 3.4
70 | NC(=O)CSc1nnc(Cc2ccccc2)n1-c1ccc(Cl)cc1 | -2.4 | 4.5
71 | COc1ccc(CN(C)C[C@H]2Oc3ccc(NC(=O)Nc4ccc5c(c4)OCO5)cc3CC(=O)N([C@@H](C)CO)C[C@H]2C)cc1 | -1.3 | -9.7
72 | Cc1ccc2nc(N3CCNCC3)c(-n3nc(C)cc3C)nc2c1 | 2.6 | 3.0
73 | COc1ccc(S(=O)(=O)Nc2cccc3c2O[C@H](CN(C)Cc2ccc4c(c2)OCO4)[C@H](C)CN([C@@H](C)CO)C3=O)cc1 | x | 0.9
74 | COCCOC(=O)N1C(=O)[C@@]2(c3cc(C#Cc4ccc(OC)cc4)ccc31)[C@H](C(N)=O)[C@H]1C(=O)O[C@H](c3ccccc3)[C@H](c3ccccc3)N1[C@@H]2c1ccccc1OCCO | 12.5 | x
75 | C[C@@H]1CCCCO[C@H](CN(C)C(=O)c2ccccc2)[C@H](C)CN([C@@H](C)CO)C(=O)c2cc(NS(=O)(=O)c3ccccc3)ccc2O1 | x | -2.4
76 | C[C@H]1CN([C@@H](C)CO)C(=O)Cc2cc(NS(=O)(=O)c3cn(C)cn3)ccc2O[C@H]1CN(C)Cc1ccc2c(c1)OCO2 | 2.0 | x
77 | CC(C)C#Cc1ccc2c(c1)O[C@H](CN(C)Cc1ccncc1)[C@H](C)CN([C@@H](C)CO)S2(=O)=O | x | -23.0
78 | COc1cc2c(cc1OC)[C@@H]1C(=O)c3ccc4c(c3O[C@@H]1CO2)C=CC(C)(C)O4 | 2.0 | 1.9
79 | C/C=C1/[C@H](O[C@@H]2O[C@H](CO)[C@@H](O)[C@H](O)[C@H]2O)OC=C(C(=O)OC)[C@H]1CC(=O)OCCc1ccc(OC(=O)C[C@@H]2C(C(=O)OC)=CO[C@@H](O[C@@H]3O[C@H](CO)[C@@H](O)[C@H](O)[C@H]3O)/C2=C/C)cc1 | 0.6 | 3.1
80 | COC(=O)c1ccccc1NC(=O)C1CC(c2ccccc2O)=NO1 (configuration not stated) | -0.2 | 9.5
81 | COC(=O)[C@@]1(Cc2ccccc2N=[N+]=[N-])N=C(c2ccc(OCCCO)cc2)O[C@H]1c1ccccc1CN=[N+]=[N-] | 10.0 | x
82 | Cc1cc(C(=O)O)ccc1NC(=O)C1CC=CCC1C(=O)O (configuration not stated) | -1.6 | 1.7

# Screens: PubChem, Broad Institute
